Myeloid diff 2 = compounds promoting myeloid differentiation; ER-HoxA9 myeloid progenitors, lysozyme-GFP differentiation, flow cytometry; calls only at 10 µM; 1% of 360,000 active;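 active = normalized GFP-positive differentiation at or above the plate's own cutoff, the solvent-only control mean plus 3 SD; inconclusive = no clear call, values can overlap the other calls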;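 also: cells exposed to compound for four days before flow analysis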
NTR1 agonist = NTR1-driven beta-arrestin-GFP spot formation – imaging, U2OS cells, high content, primary screen (AID 493036). activation, % at 20 µM. 0.17% of 330,000 active. agonist mode. P30989;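 active = activation at or above 40% of the spot to cytoplasm intensity ratio, with at least 20 cells analyzed; inconclusive = wells under 20 cells, flagged as cytotoxic or low count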;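 also: 0% = DMSO without peptide and 100% = 100 nM NTR1 peptide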
Target sequence (P30989 whole entry, looked up): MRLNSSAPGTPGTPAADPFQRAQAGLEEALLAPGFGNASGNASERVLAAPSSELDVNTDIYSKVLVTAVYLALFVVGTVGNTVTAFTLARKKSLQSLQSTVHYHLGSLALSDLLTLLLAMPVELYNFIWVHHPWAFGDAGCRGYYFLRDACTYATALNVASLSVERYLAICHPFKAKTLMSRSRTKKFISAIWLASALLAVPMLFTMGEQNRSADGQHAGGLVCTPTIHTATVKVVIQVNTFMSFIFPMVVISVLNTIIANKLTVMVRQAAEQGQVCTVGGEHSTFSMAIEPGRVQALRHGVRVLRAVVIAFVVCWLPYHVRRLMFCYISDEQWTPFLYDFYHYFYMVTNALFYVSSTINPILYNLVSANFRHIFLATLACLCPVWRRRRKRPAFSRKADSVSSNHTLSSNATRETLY
SV40 large T antigen = SV40 large T antigen inhibitors, biochemical (AID 1903). inhibition, % at 20 µM; hits with a dose series show IC50 in µM. 0.39% of 310,000 active. SV40 large T antigen ATPase/helicase inhibition assay; higher % means a stronger effect; in the data active = a potency from the dose series; inconclusive = inhibition mostly from about 32% at the one dose, without a potency; inactive = the rest, 99 in 100 with inhibition below about 32%; also: strong numbers were not always called active
RSV antiviral HEp-2 = RSV antiviral activity via CPE protection, HEp-2 cells, primary 10 µM value included (AID 2391) | HEp-2 cells, RSV-induced CPE inhibition; higher % means a stronger effect | CPE inhibition, % at 10 µM, or IC50 in µM where a hit was titrated | 0.13% of 310,000 active; in the data active = a potency from the dose series; inconclusive = CPE inhibition mostly from about 23% at the one dose, without a potency; inactive = the rest, 99 in 100 with CPE inhibition below about 21%; also: strong numbers were not always called active
Salmonella PhoP GFP = PhoP-dependent GFP reporter repression – Salmonella Typhimurium, primary screen (AID 1863). S. Typhimurium PhoP-regulated promoter GFP reporter, 4 h; higher % means a stronger effect. inhibition, % at 50 µM, or IC50 in µM where a hit was titrated. 0.16% of 300,000 active;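 active = inhibition over 29.93%, a cutoff 3 SD above the screen mean, later confirmed by dose response; inconclusive = inhibition over 29.93% but no dose response follow-up; inactive = inhibition at most 29.93% or unconfirmed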;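 also: 0% = low Mg2+ inducing control and 100% = high Mg2+ repressing control; strong numbers were not always called active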
UTI89 phage lysis = inhibition of K1F phage lysis, E. coli UTI89, bacterial capsule biogenesis inhibitors, alamar blue (AID 488966). inhibition, % at 100 µM; hits with a dose series show IC50 in µM. 0.02% of 340,000 active. E. coli UTI89 K1F phage lysis, alamar blue, 2 h; higher % means a stronger effect;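 active = phage lysis inhibition, versus mean bacterial control, above a set limit; inconclusive = no clear call, values can overlap the other calls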;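 also: capsule biogenesis inhibitors block K1F phage lysis so surviving cells raise fluorescence; higher fluorescence means more inhibition of phage lysis; actives were called in the ten point dose series up to 300 µM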
T cell modulator = modulates CD8 T cell binding to vesicles; calls only at 7 µM; 0.068% of 330,000 active; 2C CD8+ T cell-vesicle binding, flow cytometry; active compounds read low; AID 2052;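 active = response, share of CD8 T cells binding vesicles, and their 90th percentile fluorescence all below set limits, cut at about 80% in these data, passing the limit was not always enough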
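Incubation: binding step 1.5 h, 37 °C, antibody labelling 20 min, ice; system: murine 2C transgenic CD8+ T lymphocytes; technique: cytometric PE anti-B7-1 and Alexa647 anti-CD8 signals after 1% paraformaldehyde fixation; also added: QL9-charged Drosophila Ld/ICAM-1/B7-1 vesicles; control set: naked versus QL9-loaded vesicles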
MgcRacGAP inhibition = MgcRacGAP GTPase-activating activity inhibitors, confirmation, biochemical, ADP Hunter fluorescence. MgcRacGAP-stimulated Rac1 GTP hydrolysis, ADP Hunter fluorescence; higher % means a stronger effect; GST-tagged Rac1 F28L mutant substrate. inhibition, % at 30 µM, or IC50 in µM where a hit was titrated. 0.6% of 340,000 active. AID 624330;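 active = first-screen hits whose inhibition reached a set limit at any dose in the follow-up dose series; inconclusive = inhibition above the set first-screen limit but never retested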;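 also: fluorescence reports GDP produced by GAP-driven GTP hydrolysis; strong numbers were not always called active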
TNAP activators = stimulation of alkaline phosphatase TNAP activity – biochemical, luminescent, no phosphate acceptor, uHTS, primary screen (AID 1001). purified TNAP, luminescent activation assay, no phosphate acceptor; higher activation fold means a stronger effect. activation fold at 20 µM; hits with a dose series show EC50 in µM. 0.03% of 200,000 active; in the data active = activation fold from about 3, or a potency from the dose series; inactive = the rest, 99 in 100 with activation fold below about 1.6; also: many of its hits are not listed in these tables
T cell modulator vesicle-bound % = also measured in T cell modulator; calls as there; double positive events, %; measured here: CD8+ vesicle-bound cell fraction;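 binding gate set so that unloaded-vesicle control wells show 10% double positive cells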
NTR1 agonist cell count 20 µM = also measured in NTR1 agonist; calls as there; cell count; measured here: cell count, cytotoxicity flag
Myeloid diff 2 GFP+ MAC1+ % = recorded beside Myeloid diff 2, whose call it bears; GFP+ MAC1+ double positive, %; measured here: differentiation confirmed by MAC1 staining
* hit, by the source's call; i = inactive; ? = inconclusive; / = not tested or not shown; [ ] = remark or other dose.

SMILES	Myeloid diff 2	Myeloid diff 2 GFP+ MAC1+ %	NTR1 agonist	NTR1 agonist cell count 20 µM	SV40 large T antigen	RSV antiviral HEp-2	Salmonella PhoP GFP	UTI89 phage lysis	T cell modulator	T cell modulator vesicle-bound %	MgcRacGAP inhibition	TNAP activators
CCOC(=O)CN1C(=O)C(O)=C(C(C)=O)C1c1ccc(F)cc1 (centres undefined)	i	0.5	-0.5	54	10.1%	0.3%	4.8%	0.7%	i	60.0	-0.8%	1.1
CCN(c1ccccc1)S(=O)(=O)c1ccc(OCC(=O)N2CCCC2)cc1	i	0.6	4.1	55	/	1.0%	/	0.7%[50 µM]	i	30.0	1.9%	/
Cc1ccc(CN2CCN(/N=C/c3ccccc3)CC2)cc1	i	0.5	-1.0	47	2.9%	0.1%	5.0%	0.4%	i	38.4	-4.4%	/
COCCCNC(=O)CCCN1C(=O)c2cccnc2Sc2ccccc21	i	0.7	-0.7	99	-4.5%	-0.3%	-9.4%	0.3%	i	28.0	13.8%	/
COc1ccc(CC(=O)NC(CC(=O)O)c2cccc([N+](=O)[O-])c2)cc1 (centres undefined)	i	0.0	0.2	33	7.2%	-0.4%	2.0%	0.8%	i	45.4	0.0%	1
CC1=NN(C(=O)c2csc(C(C)C)c2)C(O)(C(F)(F)F)C1 (centres undefined)	i	0.0	1.0	64	21.1%	1.6%	-9.3%	2.1%[50 µM]	i	15.3	1.1%	1.2
CC1CCCN(CC(O)COCC2COc3ccccc3O2)C1 (centres undefined)	i	0.6	1.1	50	0.6%	-0.9%	-2.4%	0.4%	i	35.8	7.7%	1.1
CCN(CC)CCN(C(=O)CCS(=O)(=O)c1ccccc1)c1nc2cc(C)cc(C)c2s1	i	1.1	-0.8	49	27.0%	0.7%	-3.8%	-0.1%	i	5.9	8.2%	/
COc1c(OC(C)=O)ccc(/C=C/c2ccc3ccccc3n2)c1[N+](=O)[O-]	i	4.0	14.9	56	7.0%	10.5%	23.4%	2.9%	i	61.1	7.2%	1
COc1ccc2[nH]c3c(c2c1)CCN1C(=O)C(CC(=O)NCc2ccco2)C[C@H](C(=O)N2CCOCC2)[C@@]31C (some centres undefined)	i	0.3	0.4	60	/	/	/	0.3%	/	/	8.6%	/
Cc1ccc(-c2c(=O)n(O)c3ccccc3[n+]2[O-])cc1	i	0.8	1.0	81	1.6%	2.6%	-9.2%	0.3%[50 µM]	i	29.1	7.9%	/
CCOC(=O)c1sc(NC(=O)CSc2nnc(C(C)C)n2CC)nc1C	i	1.2	10.5	75	7.8%	2.5%	-1.7%	4.3%	i	23.8	1.4%	1.1
CCOC(=O)Cn1c(C)cc(=O)c2cccc(C)c21	i	0.8	-2.0	39	2.0%	0.8%	7.8%	0.3%	i	35.8	6.9%	1.1
CCCNC(=O)C1CC(=O)N(c2ccc(OCC(=O)Nc3cccc(C)c3C)cc2)C1 (centres undefined)	i	2.3	-0.2	47	0.5%	0.4%	4.2%	4.8%	i	63.1	-4.2%	1.1
Cc1cc2c(cc(C(=O)OC(C(=O)NC3CCCCC3)C(C)C)n2C)o1 (centres undefined)	i	0.7	0.7	56	/	1.0%	/	0.4%[50 µM]	i	19.7	7.9%	/
O=C(COC(=O)c1cnccn1)Nc1ccc(Cl)cn1	i	1.1	0.9	60	16.9%	0.4%	-10.7%	-0.3%[50 µM]	i	39.8	-5.6%	/
CCOc1ccc(CCNC(=O)COC(=O)c2ccncc2)cc1OCC	i	0.2	1.4	63	/	/	/	0.3%[50 µM]	i	46.9	1.8%	/
O=c1c2c3nc4ccccc4nc3n(Cc3ccccc3)c2ncn1Cc1ccco1	i	0.8	/	/	29.3%	/	3.3%	-0.3%	/	/	21.3%	1
CCOC(=O)c1ccc(NC(=O)Nc2cc(C)cc(C)n2)cc1	/	/	-0.5	70	3.1%	2.3%	-5.5%	/	i	43.2	/	1
Cc1cccc(C)c1NC(=O)CNC(=O)c1ccc(COc2ccccc2)o1	i	0.7	2.9	59	/	0.1%	/	-0.1%[50 µM]	i	26.2	-1.4%	/
Cc1ccc(Nc2nc(C(=O)N3CCC(C(=O)NC(C)C)CC3)cs2)cc1	i	0.2	0.2	65	12.4%	0.2%	5.5%	0.1%	i	34.3	9.6%	/
CCOc1ccccc1CN1CCC(N2CCC(C(=O)NC3CC3)CC2)CC1	i	1.7	1.7	52	12.8%	-0.7%	-10.5%	1.6%	i	43.1	9.1%	/
CCOC(=O)N1CCN(S(=O)(=O)c2ccc3c(c2)CCN3C(=O)CC)CC1	i	1.9	-2.3	53	-4.6%	10.4%	-12.0%	0.2%	i	43.9	5.7%	1.2
CCc1nn(CC(=O)N2CCN(CC)CC2)c(=O)c2cccn12	i	3.0	1.7	80	5.8%	1.4%	/	3.9%	i	22.2	2.3%	/
CCN(CC)S(=O)(=O)c1ccc(Cl)c(C(=O)Nc2cccnc2)c1	i	0.1	-0.3	74	1.3%	1.1%	11.4%	3.5%	i	48.6	2.3%	/

Quoted from the listing.
For SV40 large T antigen, `CCOc1ccccc1CN1CCC(N2CCC(C(=O)NC3CC3)CC2)CC1` has the entry 12.8%
For T cell modulator vesicle-bound %, `CCOC(=O)c1ccc(NC(=O)Nc2cc(C)cc(C)n2)cc1` has the entry 43.2

The results go on:
SMILES	Myeloid diff 2	Myeloid diff 2 GFP+ MAC1+ %	NTR1 agonist	NTR1 agonist cell count 20 µM	SV40 large T antigen	RSV antiviral HEp-2	Salmonella PhoP GFP	UTI89 phage lysis	T cell modulator	T cell modulator vesicle-bound %	MgcRacGAP inhibition	TNAP activators
Cc1ccc(S(=O)(=O)N2CCN(c3ccnc4cc(Cl)ccc34)CC2)cc1	i	0.7	5.9	32	4.6%	-0.7%	-0.2%	0.1%	i	50.1	-10.8%	1
CC(C)Cc1ccc(C(C)C(=O)Nc2cccnc2)cc1 (centres undefined)	i	1.2	2.5	53	1.4%	-0.9%	6.9%	-0.1%	i	42.8	9.0%	/
CCOC(=O)c1c(CC(C)C)csc1NC(=O)C(C)C	i	0.9	2.7	61	5.0%	2.9%	2.8%	-0.1%	i	45.1	-0.5%	1
O=C(Nc1nnc(-c2cccs2)s1)c1cccc(F)c1	i	0.8	1.5	59	7.1%	8.8%	-9.3%	2.5%	i	16.9	-0.9%	1.1
Cc1ccc(-c2nnc(NCc3ccccc3)c3ccccc23)cc1	i	0.0	12.2	62	1.8%	1.5%	5.6%	1.3%[50 µM]	i	10.7	2.3%	1
CCOc1ccc(CCNC(=O)Cc2nn[nH]n2)cc1OCC	i	0.0	1.5	61	17.4%	0.7%	-1.4%	0.7%	i	1.7	9.1%	1.1
CC1CCCC(C)N1C(=O)COC(=O)c1cc(F)c(F)cc1Cl (centres undefined)	?	/	-1.4	58	/	/	/	1.1%[50 µM]	i	37.7	1.8%	/
COCCn1c(C)cc(C(=O)CSc2nnc(C3CC3)n2C2CC2)c1C	i	0.7	0.8	62	/	1.5%	/	0.3%[50 µM]	i	33.2	-0.4%	/
Cn1c2c(c3ccccc31)CCSC2=O	i	0.5	-0.5	80	6.3%	48.6%	9.4%	-0.2%	i	52.9	4.8%	1.1
Cc1ccc(NC(=O)CSc2nnc(C)c(=O)n2N)c(C)c1	i	0.7	4.7	66	17.7%	1.4%	0.5%	1.9%[50 µM]	i	51.8	2.3%	1.1
O=C(CN1C(=O)c2ccccc2C1=O)N1CCCCC1	i	3.2	1.2	72	2.3%	1.2%	-2.6%	0.8%	i	57.3	-2.9%	1.1
Cc1ccc(S(=O)(=O)N(C)CC(=O)Nc2ccccc2N2CCCC2)cc1	i	0.5	2.0	93	/	-0.1%	/	-0.6%[50 µM]	i	5.1	1.9%	/
CCOC(=O)C1=CN(CC)S(=O)(=O)NC1CCc1ccccc1 (centres undefined)	i	0.9	-1.7	62	/	/	/	0.1%	/	/	1.6%	/
CN(C(=O)c1ccc(NC(=O)Cc2cccc(NC(=O)C3CCN(C(=O)C4CC4)CC3)c2)cc1)C1CCCC1	i	2.3	0.4	53	/	2.8%	/	1.7%	i	21.1	7.6%	/
O=C(NC1CCN(C(=O)NC2CCCCC2)CC1)c1ccco1	i	0.7	1.5	99	10.5%	0.6%	-7.6%	-0.1%	i	14.3	3.8%	1.1
CSc1ccccc1C(=O)C1CCCN(C(=O)c2ccc(N3CCOCC3)cc2)C1 (centres undefined)	i	1.2	2.8	42	24.4%	9.9%	1.7%	0.4%	i	35.1	5.2%	1.1
Cc1ccc(C(=O)Nc2ccc(NC(=O)c3cccs3)cc2)cc1[N+](=O)[O-]	i	0.5	-0.3	76	4.4%	1.3%	5.5%	-0.1%	i	57.1	13.3%	1
COc1ccc(NC(=O)CN2C(=O)/C(=C3\SC(=S)N(C4CCS(=O)(=O)C4)C3=O)c3ccccc32)cc1 (centres undefined)	i	0.7	0.7	63	8.5%	2.9%	-5.9%	/	i	27.5	/	/
O=C1c2ccccc2C(=O)c2c1cccc2N1CCOCC1	i	0.6	1.2	46	5.5%	1.9%	7.3%	0.9%	i	28.9	15.8%	0.9
Cc1ccc(NC(=O)C2CCCN2C(=O)OCc2ccccc2)cc1C (centres undefined)	i	0.7	0.5	64	9.0%	2.1%	-2.7%	-0.1%[50 µM]	i	21.8	-7.8%	/
COc1ccccc1N(C)S(=O)(=O)c1ccc(C(=O)N2CCCC(C(F)(F)F)C2)cc1 (centres undefined)	i	1.0	-0.3	59	4.3%	?	8.4%	-0.1%[50 µM]	i	36.3	4.8%	/
O=C(CCc1ccc(O)cc1)N/N=C/c1coc2ccccc2c1=O	i	1.0	-0.4	39	30.8%	4.2%	-8.7%	/	i	39.0	/	/
Cc1ccc(C)c(N(CC(=O)NC2CCCC2)S(=O)(=O)c2ccccc2)c1	i	0.4	3.6	51	6.4%	1.0%	-9.8%	-0.1%	i	33.2	7.1%	/
CCOCCCNc1nc2c(-c3ccccc3)nnn2c2ccccc12	i	3.4	3.1	66	8.8%	3.5%	-5.8%	-1.2%	i	39.3	7.9%	1.2

Source: PubChem
